V1R ag counter = agonists of human V1a receptor, primary screen, counter-screen for OXTR agonist project, fluorescence, CHO-V1R cells; Vasopressin V1a receptor (Homo sapiens), P37288; Fluo-8 calcium fluorescence, agonist mode; 0% DMSO, 100% 3 nM vasopressin; activation, % at 3 µM; actives 0.25% (n = 320,000); AID 2797, 2010;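 active = activation above the mean activation of all tested compounds plus 3 SD, per screening run, cut at about 20% in these data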;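 also: signal is peak over basal fluorescence ratio across a 100 second FLIPR read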
Target sequence (P37288 whole entry, looked up): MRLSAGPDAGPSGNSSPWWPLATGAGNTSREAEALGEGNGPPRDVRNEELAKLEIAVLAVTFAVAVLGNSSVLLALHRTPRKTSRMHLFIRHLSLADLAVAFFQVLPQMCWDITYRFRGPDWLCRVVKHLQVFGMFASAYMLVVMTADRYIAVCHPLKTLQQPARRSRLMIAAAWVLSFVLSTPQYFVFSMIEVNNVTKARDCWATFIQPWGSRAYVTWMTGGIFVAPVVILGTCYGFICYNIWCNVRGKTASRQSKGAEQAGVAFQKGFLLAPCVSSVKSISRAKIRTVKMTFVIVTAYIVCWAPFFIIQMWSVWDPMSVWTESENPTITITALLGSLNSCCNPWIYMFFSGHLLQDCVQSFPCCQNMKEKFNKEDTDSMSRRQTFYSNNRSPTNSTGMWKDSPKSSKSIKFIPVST
OXTR ag = human OXTR agonists, primary screen, fluorescence, CHO-OTR cells, Fluo-8 calcium; Oxytocin receptor (Homo sapiens), P30559; Fluo-8 calcium fluorescence; normalized: DMSO 0%, oxytocin 100%; activation, % at 3 µM; actives 0.32% (n = 320,000);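 active = activation above the mean of all tested compounds plus 3 SD, cutoff set per screening run, cut at about 20% in these data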;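 also: peak over basal fluorescence ratio from a 100 s FLIPR kinetic read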
Target sequence (P30559 whole entry, looked up): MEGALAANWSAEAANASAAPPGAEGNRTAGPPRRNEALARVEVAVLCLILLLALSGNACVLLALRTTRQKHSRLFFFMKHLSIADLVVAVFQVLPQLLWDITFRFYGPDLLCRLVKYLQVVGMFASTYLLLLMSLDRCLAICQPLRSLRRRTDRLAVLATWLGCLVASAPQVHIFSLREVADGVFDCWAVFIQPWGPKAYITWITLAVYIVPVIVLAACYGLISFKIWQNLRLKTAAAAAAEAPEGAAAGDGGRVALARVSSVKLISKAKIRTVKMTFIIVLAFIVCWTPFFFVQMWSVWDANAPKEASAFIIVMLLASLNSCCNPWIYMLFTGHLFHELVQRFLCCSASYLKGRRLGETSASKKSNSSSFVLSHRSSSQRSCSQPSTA
GalR3 antag = GalR3 antagonists in HEK293 cells, primary screen, cell-based, fluorescence readout. Galanin receptor type 3 (Homo sapiens), O60755. HEK293 GalR3-CNG cAMP membrane potential fluorescence; galR3 body fused to GalR1 C-terminus. inhibition, % at 3 µM. actives 0.44% (n = 360,000). AID 651719, 2012;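 active = inhibition above the screen-wide average plus 3 SD, cut at about 13% in these data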;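 also: forskolin and galanin both at EC90 stimulate the cells; cAMP rise reported by CNG channel membrane potential dye signal; 0% = forskolin plus galanin with DMSO and 100% = forskolin alone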
* hit, by the source's call.

SMILES	V1R ag counter	OXTR ag	GalR3 antag
CC(=O)Nc1c(O)nc(SCC(=O)N2CCCCC2)[nH]c1=O	0.3	0.8	-1
Cn1nnnc1Sc1ncnc2scc(-c3cccc(F)c3)c12	-1.3	-1.7	-2
COc1ccc(S(=O)(=O)N(C)C[C@H]2Oc3ccc(NC(=O)Cc4cn(C)c5ccccc45)cc3C(=O)N([C@@H](C)CO)C[C@@H]2C)cc1	1.2	1.5	-8
COc1ccc(S(=O)(=O)N2CCCCC2)cc1NC(=O)c1ccccc1	0.6	0.0	-1
O=C(COC(=O)CSc1ccc(F)cc1)NCc1ccco1	0.0	-0.9	-5
O=C(Nc1cc(S(=O)(=O)N2CCCC2)ccc1Cl)c1cc(F)c(F)c(F)c1F	-0.2	-1.4	-6
CCCNC(=O)C1(CC2CC(c3ccccc3)=NO2)CCN(C(=O)C2CCCC2)CC1 (centres undefined)	-1.2	-1.6	-1
CCOC(=O)c1ccc(NC(=O)CNNC(=O)COc2ccccc2C)cc1	1.1	4.3	-2
COCCN(C(=O)c1ccc(-c2ccc(Cl)cc2)o1)c1c(N)n(Cc2ccccc2)c(=O)[nH]c1=O	-1.6	-1.7	-2
Cc1ccc(NC(=O)c2nc[nH]c2C(=O)N2CCN(C(=O)OC(C)(C)C)CC2)cc1	-0.5	-1.7	-7
Cc1cc(Br)ccc1SCC(=O)NNC(=O)c1ccco1	0.6	-0.6	-5
COc1ccc(NC(=O)CN(C)C(=O)c2c(C)nn(Cc3ccc(C)cc3)c2Cl)cc1	1.8	-0.2	0
CCOc1ccccc1NC(=O)CSc1nnc2ccc(-c3ccccn3)nn12	-1.2	-0.3	-5
CC(NC(=O)c1ccccc1NC(=O)CN1CCN(c2ccccc2O)CC1)c1ccccc1 (centres undefined)	2.0	-1.1	-4
N#CC1(NC(=O)CN2C(=O)NC(c3ccccc3)(c3ccccc3)C2=O)CCCC1	0.7	1.2	3
COc1cc(C(=O)OCC(=O)Nc2nnc(-c3ccccc3)o2)cc(OC)c1OC	-1.0	-1.9	-2
COCCNC(=O)C1Nc2ccc(C(F)(F)F)cc2C2C=CCC12 (centres undefined)	0.4	0.5	-6
CC(C)(C)OC(=O)N1CCCC(C(=O)Nc2ccc(C(=O)N3CCCCC3)cc2)C1 (centres undefined)	2.4	3.2	-7
CC(=O)c1ccc(OCCCC(=O)N2CCN(S(=O)(=O)c3ccc(C)cc3C)CC2)cc1	7.1	7.8	-5
CCOC(=O)C1=C(C)N(CCCC(=O)O)C(=O)NC1c1ccccc1OS(=O)(=O)c1ccccc1[N+](=O)[O-] (centres undefined)	-0.7	-0.4	-4
O=C(CCc1nc2ccccc2c(=O)[nH]1)NNC(=O)COc1ccccc1Cl	0.7	0.8	-4
CN(CC(=O)NC1CCN(Cc2ccccc2)CC1)S(=O)(=O)c1ccc(Cl)cc1	1.8	2.1	-5
CCN(CC(=O)Nc1cc(S(=O)(=O)N2CCOCC2)ccc1C)Cc1ccccc1	3.5	-0.7	-4
CCN(CC)S(=O)(=O)c1ccc(O)c(C(=O)OCC(=O)NC23CC4CC(CC(C4)C2)C3)c1	10	7.9	-6
CCCCn1c(N)c(N(CC(C)C)C(=O)C2CCCO2)c(=O)[nH]c1=O (centres undefined)	-0.5	0.8	-1
CC(OC(=O)c1ccc(Br)o1)C(=O)NCC1CCCCC1 (centres undefined)	-0.4	-1.4	-6
O=C(NC1CCCCCCC1)c1c(Cl)cccc1Cl	-1.3	-2.8	-6
CN(CC(=O)Nc1cccc(F)c1)CC(=O)Nc1ccccc1-c1ccccc1	-0.2	-2.1	-7
COc1ccc(Br)cc1/C=C(\C(=O)O)c1ccc(S(=O)(=O)N2CCCCC2)s1	-0.1	-0.5	-6
O=C(NCc1ccco1)c1ccc2c(c1)S(=O)(=O)c1ccccc1C2=O	-0.1	-1.3	-4
COc1ccc(-c2csc(NC(=O)c3c(C)noc3C)n2)cc1	3.2	0.7	-7
CCCn1nc(C(=O)Nc2ccc3c(c2)OCO3)c2ccccc2c1=O	-1.1	-2.0	-1
CC(C)(C)c1ccc(OCCC(=O)OCC(=O)N2c3ccccc3NC(=O)C2(C)C)cc1	2.8	0.0	-5
OCC[C@H]1C[C@H](O)[C@@H](O)[C@]2(Cc3ccccc3CCO2)O1	0.0	0.3	-2
C=CC[C@H](CC(=O)N(CCO)Cc1ccccc1)C(=O)N[C@@H](COC(=O)[C@@H](CC=C)Cc1ccc(F)cc1)Cc1ccccc1	1.4	1.7	-8
OCCNc1nc(Nc2ccccc2Cl)nc(N2CCCC2)n1	2.2	-0.8	-5
CC(C)c1nc2c(s1)CCc1onc(-c3ccc(Cl)cc3)c1-2	0.0	-0.3	1
Cc1noc(C)c1COc1ccccc1C(=O)N(C)CC(=O)Nc1cccc(F)c1	0.7	-0.6	-2
Cc1ccc(NC(=O)C(C)N2CCN(C)CC2)cc1S(=O)(=O)N1CCOCC1 (centres undefined)	0.2	0.2	-4
Cc1ccc(C(C)C)c(OCC(=O)NNC(=O)Cc2ccc(S(=O)(=O)N3CCOCC3)s2)c1	0.6	1.0	-3
CCNC(=O)N(CC)C[C@H]1N[C@@](Cc2ccccc2)(C(=O)OC)[C@H]2C(=O)N(Cc3ccccc3)C(=O)[C@@H]12	0.9	1.1	-7
CCN(CC(=O)Nc1ccc(NC(C)=O)cc1)C(=O)C1(c2ccccc2)CC1	0.0	1.1	-6
CC1CC(C)CN(CC(=O)NNC(=O)COc2ccc(Cl)cc2)C1 (centres undefined)	0.6	1.2	-7
COc1ccc(N2CCN(S(=O)(=O)c3cc4c5c(c3)C(C)C(=O)N5CCC4)CC2)cc1 (centres undefined)	-0.8	-1.5	2
COc1ccc(NC(=O)c2oc3ccccc3c2CSC)cc1S(=O)(=O)N1CCOCC1	1.3	0.2	-4
OCC[C@H]1C[C@@H](O)[C@H](O)[C@]2(CCCO2)O1	1.0	0.4	0
COC(=O)c1cc(OCC(=O)Nc2ccc3c(c2)CCC3)cc(C(=O)OC)c1	1.9	0.0	-7
COc1ccccc1/C=C/C(=O)N1CCN(S(=O)(=O)c2cccs2)CC1	-0.5	-0.5	-3
O=C(COc1coc(CN2CCN(c3ccc(F)cc3)CC2)cc1=O)Nc1ccccc1	0.0	-0.2	-4
COC(=O)[C@@]12CCCN1[C@H](c1ccc(-c3ccccc3)cc1)[C@H]1C(=O)N(C)C(=O)[C@H]12	0.8	1.3	-1
COc1ccccc1Nc1nnc(SCC(=O)c2c(N)n(C3CC3)c(=O)[nH]c2=O)s1	1.2	1.9	1
COc1ccccc1NC(=O)COC(=O)Cn1cnc2c1c(=O)n(C)c(=O)n2C	0.9	1.2	-4
CN1C(C(=O)Nc2ccc(C(=O)O)cc2)=C(O)c2ccccc2S1(=O)=O	0.0	-0.8	-6
O=C(COC(=O)/C=C/c1ccc(Cl)c(Cl)c1)NC1CCCC1	0.2	0.9	-5
O=C(COC(=O)COc1ccc(Cl)cc1Cl)NC1CCCCCC1	0.5	-1.8	-2
CN(C(=O)CSCC(=O)Nc1ccc(Cl)cc1)C1CCCCC1	2.6	0.4	-9
Cc1ccc(S(=O)(=O)N(C)C[C@@H]2Oc3c(NC(=O)C4CC4)cccc3C(=O)N([C@@H](C)CO)C[C@@H]2C)cc1	1.2	2.5	4
CCOc1ccc(CCNC(=O)COC(=O)Cn2nc(C)c([N+](=O)[O-])c2C)cc1OCC	-2.1	-1.2	1
CC1CCN(C(=O)COC(=O)c2cc(Cl)c3c(c2)OCO3)CC1	-0.1	-1.6	-8
Cc1ccc(NS(=O)(=O)c2ccc(C(=O)NCc3ccc(S(N)(=O)=O)cc3)cc2)cc1	0.8	-1.0	0

(more compounds)
SMILES	V1R ag counter	OXTR ag	GalR3 antag
COc1ccccc1CNC(=O)CN1C(=O)NC2(CCCc3ccccc32)C1=O (centres undefined)	0.6	-0.1	-6
Cc1ccc(C(=O)NCC(c2ccco2)N2CCc3ccccc3C2)cc1 (centres undefined)	-0.1	-2.0	-2
Cc1ccccc1NC(=O)COC(=O)c1ccc(S(=O)(=O)N2CCCC2)cc1	-0.8	-0.4	-8
Cc1c(NC(C)C)c(=O)n(-c2ccccc2)n1C	0.1	0.1	-2
O=C(NCCNCCO)C1(C(F)(F)F)C/C(=C\CCO)CCCO1 (centres undefined)	0.7	-0.4	-3
O=S(=O)(NCC1COc2ccccc2O1)c1ccccc1F (centres undefined)	2.1	0.9	-3
Cn1c(N)c(C(=O)COC(=O)COc2cccc(Br)c2)c(=O)n(C)c1=O	-0.2	-1.4	-8
CC(C)CCN(C(=O)CCCSc1nc2ccccc2[nH]1)c1c(N)n(Cc2ccccc2)c(=O)[nH]c1=O	0.1	-0.8	-4
COc1ccc(CC(=O)NC(=S)Nc2cccc(C)c2)cc1	27*	26*	4
O=C(CCC(=O)c1cccs1)NNC(=O)c1cccc(Cl)c1	-1.1	1.6	-3
CCN1CCN(C(=O)c2ccc(Cl)c(S(=O)(=O)N(C)c3ccccc3)c2)CC1	0.6	2.0	-6
CC(NC(=O)Cc1ccc(S(=O)(=O)N2CCCCC2)cc1)c1ccccc1 (centres undefined)	1.6	1.6	-2
Cc1ccc(NC(=O)C2CCN(C(=O)c3ccc(Cl)cc3)CC2)nc1	2.0	1.4	-5
CCCCn1c(N)c(N(CCOC)C(=O)CSc2nnc(-c3ccc(C(C)(C)C)cc3)n2N)c(=O)[nH]c1=O	0.0	0.0	-2
COc1ccc(OC)c(C(=O)Nc2c(O)ccc3ccccc23)c1	-0.8	-2.7	-2
CCOC(=O)C1=C(COC(=O)CNC(=O)c2cccc(C)c2)NC(=O)NC1C (centres undefined)	0.6	0.0	3
COc1ccc(-c2csc(NC(=O)C3CCN(c4ncnc5sc(C)c(C)c45)CC3)n2)cc1OC	-0.8	-0.1	-2
COc1ccc(C(=O)Nc2ccc(C)cn2)cc1S(=O)(=O)N1CCCc2ccccc21	0.9	-0.3	-6
CC(=O)Nc1ccc(S(=O)(=O)NCC(=O)OCC(=O)N2CC(C)OC(C)C2)cc1 (centres undefined)	0.3	1.5	-5
CN(Cc1cnn(Cc2ccccc2)c1)C(=O)c1cccc(S(=O)(=O)N2CCOCC2)c1	7.2	7.2	-5
COc1cccc(C(=O)NCCS(=O)(=O)N2CCN(C(=O)c3ccco3)CC2)c1	-1.5	0.8	3
CC(C)(C)C(CO)NC(=O)c1ccc[nH]1 (centres undefined)	1.1	0.3	-4
COc1cc(C(=O)NNC(=O)COc2ccc(Cl)cc2)ccc1OCC(=O)N1CCOCC1	0.7	0.7	-2
Cc1ccc(NC(=O)CN2C(=O)NC(C)(c3ccc4c(c3)OCO4)C2=O)cc1 (centres undefined)	7.0	5.8	-2
CCCCn1nc(C(=O)NCc2ccccc2CN2CCCC2)c2ccccc2c1=O	-0.1	1.3	-4
COC(=O)[C@]1(C)N[C@H](CN(C)S(=O)(=O)c2ccc(-c3ccccc3)cc2)[C@@H]2C(=O)N(Cc3ccccc3)C(=O)[C@@H]21	3.6	3.9	-3
O=C(OCc1ccc([N+](=O)[O-])cc1)c1cc2ccccc2oc1=O	4.8	-2.4	0
Cc1ccc(S(=O)(=O)N2CCCC2CNC(=O)C(=O)NCc2ccccn2)cc1 (centres undefined)	0.3	0.5	2
CCCCc1c(C)nc2ccc(OC)cc2c1SCCC(=O)O	-0.9	-2.3	-1

Molecules above that have fluorine:
SMILES	V1R ag counter	OXTR ag	GalR3 antag
Cn1nnnc1Sc1ncnc2scc(-c3cccc(F)c3)c12	-1.3	-1.7	-2
O=C(COC(=O)CSc1ccc(F)cc1)NCc1ccco1	0.0	-0.9	-5
O=C(Nc1cc(S(=O)(=O)N2CCCC2)ccc1Cl)c1cc(F)c(F)c(F)c1F	-0.2	-1.4	-6
COCCNC(=O)C1Nc2ccc(C(F)(F)F)cc2C2C=CCC12 (centres undefined)	0.4	0.5	-6
CN(CC(=O)Nc1cccc(F)c1)CC(=O)Nc1ccccc1-c1ccccc1	-0.2	-2.1	-7
C=CC[C@H](CC(=O)N(CCO)Cc1ccccc1)C(=O)N[C@@H](COC(=O)[C@@H](CC=C)Cc1ccc(F)cc1)Cc1ccccc1	1.4	1.7	-8
Cc1noc(C)c1COc1ccccc1C(=O)N(C)CC(=O)Nc1cccc(F)c1	0.7	-0.6	-2
O=C(COc1coc(CN2CCN(c3ccc(F)cc3)CC2)cc1=O)Nc1ccccc1	0.0	-0.2	-4
O=C(NCCNCCO)C1(C(F)(F)F)C/C(=C\CCO)CCCO1 (centres undefined)	0.7	-0.4	-3
O=S(=O)(NCC1COc2ccccc2O1)c1ccccc1F (centres undefined)	2.1	0.9	-3

Bioassay records: PubChem, The Scripps Research Institute Molecular Screening Center

These rows are one share of the data; count on the stated rates, not on these rows.
